# Assay outcomes: PubChem, National Center for Advancing Translational Sciences (NCATS)
# rTrxR1 inhibitor = qHTS Assay for Inhibitors of Mammalian Selenoprotein Thioredoxin Reductase 1 (TrxR1): qHTS; recombinant rTrxR1, NADPH fluorescence consumption, selenite substrate; Potency, µM (titrated, usually from 114 µM), inactives show top-dose activity change, negative = inhibition, hits mostly inhibitors; 390,000 compounds, 1% hits; AID 588453, 2011; further: on the % scale 0 is the no-effect control and ±100 the full control effect; nearly all actives have a fitted effect of over 65% in size
#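 Rat TrxR1 (90 nM in the dispensed reagent) was pre-reduced with 400 uM NADPH for 5 min at room temperature, then incubated with compound for 15 min. After 400 uM selenite was added, NADPH fluorescence (Ex 340/Em 450 nm) was followed for 8 min.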
# JMJD2A Tudor inh = qHTS Assay for Inhibitors of JMJD2A-Tudor Domain; 390,000 compounds, 4.4% hits; AID 504339, 2011; AlphaScreen JMJD2A-Tudor / H3K4me3 peptide binding; Lysine-specific demethylase 4A (Homo sapiens), O75164; Potency, µM (top dose mostly 114 µM), for the others: at the top dose activity change, negative = inhibition, actives largely listed as inhibitors; further: on the % scale 0 is the no-effect control and ±100 the full control effect; nearly all actives have a fitted effect of over 50% in size
# Target sequence (O75164 whole entry, looked up, the tested form may be a part): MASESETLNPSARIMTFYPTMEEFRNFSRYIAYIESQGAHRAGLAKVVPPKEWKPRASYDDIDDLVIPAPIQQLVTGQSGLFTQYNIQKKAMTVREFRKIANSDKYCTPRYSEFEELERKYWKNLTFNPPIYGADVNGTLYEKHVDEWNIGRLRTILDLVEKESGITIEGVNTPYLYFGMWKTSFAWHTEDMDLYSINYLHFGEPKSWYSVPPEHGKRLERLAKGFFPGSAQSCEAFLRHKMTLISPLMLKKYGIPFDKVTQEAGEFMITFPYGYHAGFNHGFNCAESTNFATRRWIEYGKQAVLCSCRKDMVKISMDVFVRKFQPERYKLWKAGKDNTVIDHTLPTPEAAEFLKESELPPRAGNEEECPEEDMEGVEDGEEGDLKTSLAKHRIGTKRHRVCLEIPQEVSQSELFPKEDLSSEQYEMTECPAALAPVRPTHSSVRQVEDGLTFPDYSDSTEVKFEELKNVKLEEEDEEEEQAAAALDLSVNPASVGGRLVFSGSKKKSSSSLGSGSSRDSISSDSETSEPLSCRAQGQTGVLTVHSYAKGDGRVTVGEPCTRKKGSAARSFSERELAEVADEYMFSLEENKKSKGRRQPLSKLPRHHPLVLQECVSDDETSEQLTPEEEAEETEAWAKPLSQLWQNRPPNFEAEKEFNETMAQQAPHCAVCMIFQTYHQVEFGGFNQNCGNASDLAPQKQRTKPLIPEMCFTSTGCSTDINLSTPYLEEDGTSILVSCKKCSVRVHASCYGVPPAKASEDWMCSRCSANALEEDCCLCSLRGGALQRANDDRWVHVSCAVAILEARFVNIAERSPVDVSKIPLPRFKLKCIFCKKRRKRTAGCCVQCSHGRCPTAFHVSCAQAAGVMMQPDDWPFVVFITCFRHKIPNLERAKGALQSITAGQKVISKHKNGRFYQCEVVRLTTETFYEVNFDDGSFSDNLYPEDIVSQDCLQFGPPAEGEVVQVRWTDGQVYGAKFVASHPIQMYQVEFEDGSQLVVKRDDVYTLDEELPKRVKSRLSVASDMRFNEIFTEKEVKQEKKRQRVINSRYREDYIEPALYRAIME
# 12-LOX inh = Primary qHTS assay for inhibitors of human arachidonate 12S-lipoxygenase (ALOX12): Round 2. 580,000 compounds, 1.1% hits. AID 1671190, 2021. purified 12hLO, xylenol orange hydroperoxide absorbance. Potency, µM (doses to about 108 µM), inactives show at the top dose activity change, negative = inhibition, actives largely listed as inhibitors; further: on the % scale 0 is the no-effect control and ±100 the full control effect
#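 Purified human 12hLO at 150 nM in 25 mM Hepes, 0.01% Triton X-100, pH 7.0, preincubated 15 min at room temperature with compound. Reaction started with 40 uM arachidonic acid, 30 min at room temperature. Hydroperoxide measured by Fe-xylenol orange, 573/405 nm absorbance ratio.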
# Pin1 inhibitor = qHTS Assay to Find Inhibitors of Pin1. Peptidyl-prolyl cis-trans isomerase NIMA-interacting 1 (Homo sapiens), Q13526. Pin1 FP peptide displacement, HiFluor488, 10 min. Potency, µM (top dose mostly 115 µM), inactives show at the highest dose activity, negative = inhibition, usual class: inhibitors. 390,000 compounds, 0.009% hits. AID 504891, 2011; active means well fitted inhibition curve with a large enough effect in the polarisation, with a control signal flat, not every such curve was filed as active; inconclusive means small, poorly fitted or top-dose-only effect, or effect the other way, or a change in a side signal; inactive means no such curve, though single readings can be large or run the other way; the % refers to the polarisation; further: on the % scale 0 is the no-effect control and ±100 the full control effect
# GLS inhibitor = qHTS for Inhibitors of Glutaminase (GLS); GLS enzymatic activity, qHTS titration; Potency, µM (highest dose often 45.5 µM), for inactives: top-dose activity change, negative = inhibition, actives largely listed as inhibitors; 410,000 compounds, 0.21% hits; AID 624170, 2012; further: on the % scale 0 is the no-effect control and ±100 the full control effect
#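 hKGA; 45 mM KH2PO4 pH 8.2 + 0.02% Tween-20; cpd via pin tool; 1 mM Gln soln; GluOx/HRP/Amplex Red; RT 30 min; fluor. t0 & final.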
# Tb PGK inh = qHTS Assay to Find Inhibitors of Phosphoglycerate Kinase; Phosphoglycerate kinase, glycosomal (Trypanosoma brucei brucei), P07378; PGK/GAPDH coupled, Kinase-Glo luminescence, 60 min; Potency, µM (top dose mostly 57.5 µM), without a hit: top-dose activity change, negative = inhibition, actives largely listed as inhibitors; 380,000 compounds, 0.043% hits; AID 602233, 2012; further: on the % scale 0 is the no-effect control and ±100 the full control effect; nearly all actives have a fitted effect of over 60% in size
#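 Recombinant glycosomal PGK reaction used 1,3-bisphosphoglycerate generated in-well by GAPDH (100nM final) in 100mM TEA pH 7.6, 5mM MgCl2, 0.01% Tween-20. After 60 minutes at room temperature, ATP was read by Kinase-Glo Plus luminescence end-point.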
# ERG-DNA inh = qHTS for Small Molecule Inhibitors of the ERG Ets/DNA interaction; Transcriptional regulator ERG (Homo sapiens), P11308; fluorescence polarization, His-ERG Ets domain / labelled DNA; Potency, µM (series often up to 76.9 µM), for the others: top-dose FP activity, negative = inhibition, actives largely listed as inhibitors; 370,000 compounds, 0.028% hits; active means well fitted inhibition curve with a large enough effect in the polarisation, with a control signal flat; inconclusive means small, poorly fitted or top-dose-only effect, or effect the other way, or a change in a side signal; inactive means no such curve, though single readings can be large or run the other way; the % refers to the polarisation;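 further: polarization taken with two DNA probes labelled with fluorescein and Texas red; % of control where 0% means no effect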
#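 His-tagged ERG Ets domain (1 uM in the protein solution; 300mM KCl, 50mM Tris-HCl, 1mM EDTA, 1mM DTT, pH 7.5) received compound, then a probe mix of 5 nM fluorescein-DNA and 100nM Texas-615-DNA. Fluorescence polarization was read for both dyes.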
# RGS4 inh = Inhibitors of Regulator of G Protein Signaling (RGS) 4: qHTS; Potency, µM (doses to about 114 µM), for inactives: at the top dose activity change, negative = inhibition, most hits filed as inhibitors; Transcreener GDP fluorescence polarization, RGS4-accelerated GTP hydrolysis; 390,000 compounds, 0.039% hits; Regulator of G-protein signaling 4 (Homo sapiens), P49798; further: on the % scale 0 is the no-effect control and ±100 the full control effect; nearly all actives have a fitted effect of over 75% in size; some results filed as inactive show a strong effect at the top dose
#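 MLSMR compounds (23 nl, pin-transferred) preincubated 10 min at room temperature with a 500nM (2x) first reagent, then RGS4 at 900nM (2x) plus Transcreener GDP mix added; fluorescence polarization (620/688 nm) read before and after 90 min at 30 °C.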
# HP1b chromo inh = HTS for Inhibitors of HP1-beta Chromodomain Interactions with Methylated Histone Tails; AlphaScreen HP1-beta / biotin-H3K9me3 peptide binding; Potency, µM (top dose mostly 114 µM), for the others: at the top dose activity change, negative = inhibition, usual class: inhibitors; 390,000 compounds, 0.56% hits; Chromobox protein homolog 1 (Homo sapiens), P83916; further: nearly all actives have a fitted effect of over 70% in size; inactives centre near 23
#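 AlphaScreen: HP1-beta (50 nM) preformed 30 min with biotin-H3(1-18)K9me3 peptide (50 nM) in PBS pH 7.4, 0.01% Tween-20. Compound added for 30 min at RT, then streptavidin donor/nickel chelate acceptor beads (10 ug/mL) for 30 min.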
# * = called active by the depositor; i = inactive; ? = inconclusive; / = not tested or not shown; & = joins results of further samples; [ ] = another dose, or the depositor's remark. Unless noted, the call rests on the fitted dose curve; in most records, active means well fitted curve in the direction sought with a large enough effect; inconclusive means small, poorly fitted or top-dose-only effect, or another doubt; inactive means no such curve, though single readings can be large; an effect the other way counts as inactive or inconclusive. Potency means the concentration at half of the fitted maximal effect. The list is partial; the hit share may differ from the screen's.
nr	molecule	rTrxR1 inhibitor	JMJD2A Tudor inh	12-LOX inh	Pin1 inhibitor	GLS inhibitor	Tb PGK inh	ERG-DNA inh	RGS4 inh	HP1b chromo inh
1	CN(CCc1ccccn1)C(=O)c1ccc(OC2CCN(Cc3ccccn3)CC2)cc1	?	-4.9%	389.8%[activator]	3.6%	10.8%	3.2%	4.4%	-4.0%	23.2%
2	CCCC(=O)NCC(c1ccc2c(c1)OCO2)N1CCOCC1 (stereo unspecified)	36.0%[57.1 µM]	-11.6%	-19.5%	-4.1%	-9.9%	-8.1%	4.1%	-27.2%	25.3%[57 µM]
3	CC1CCc2nc3ncn(Cc4ccccc4F)c(=O)c3cc2C1 (stereo unspecified)	19.7%[57.1 µM]	-12.8%	-19.4%	17.6%	1.1%	7.1%	-1.7%	14.2%	15.6%[57 µM]
4	Cc1ccccc1Oc1nc2c(c(=O)n(C)c(=O)n2C)n1C	26.2%[57.1 µM]	-7.5%	0.0%	-5.1%	-5.8%	-4.5%	-7.6%	-4.1%	6.4%
5	CCOc1ccc(C(=O)NCC2OCCc3ccccc32)cc1 (stereo unspecified)	8.8%	-16.6%	-22.6%	-3.6%	14.3%	/	2.9%	14.0%	22.0%
6	Cc1cccc(N2C(=O)CC(N(O)c3ccccc3)C2=O)c1 (stereo unspecified)	?	-18.9%	9.7%	-0.8%	49.6%[activator]	-8.7%	-12.5%	4.0%	-7.9%
7	C/C=C/CSc1nc2c(c(=O)[nH]c(=O)n2C)n1CCC	28.9%[57.1 µM]	-11.3%	0.0%&-35.6%	4.8%	8.7%	-4.9%	2.9%	-4.3%	4.7%
8	CC(C)C(=O)Nc1ccc2c(c1)Cc1cc(NC(=O)C(C)C)ccc1-2	16.0%	-14.6%	0.0%	0.4%	-3.5%	-1.4%	5.6%	19.2%	33.6%
9	CCS(=O)(=O)N1CCc2cc(C(=O)Nc3ccc(C)c(Cl)c3)ccc21	-5.9%	-29.8%	0.0%	-5.6%	5.1%	-2.7%	0.2%	-7.1%	35.7%
10	N#CCc1ccc(NC(=O)Nc2cccc3ccccc23)cc1	23.2%	6.0%	/	-1.1%	1.7%	/	8.7%	-3.8%	62.1%[activator]
11	CC(C)(C)C(=O)N(Cc1nc2ccccc2c(=O)[nH]1)Cc1cccs1	?	-5.5%	27.4%	-8.5%	-16.3%	/	/	4.1%	18.7%
12	Cc1ccc(O)c(NC2=C(Cl)C(=O)N(Cc3ccccc3)C2=O)c1	10µM*	3.98µM*	5.62µM*	0.3%	25.2%	1.8%	2.3%	?	15.8µM*
13	CCCCOc1ccc(N=Cc2ccc[nH]2)cc1	16.0%[57.1 µM]	?	41.6%	0.5%	0.1%	-6.6%	4.8%	11.6%	-31.1%
14	COC(=O)c1cccc(NC(=O)Nc2ccc(Cl)cc2Cl)c1	8.0%[57.1 µM]	8.7%	?	0.8%	-0.2%	-7.7%	-1.6%	-23.8%	30.1%
15	O=C(O)C(=O)/C(=C\c1ccccc1)c1ccc2ccccc2n1	2.0%	?	?	15.6%	-4.0%	i	5.9%	-9.0%	35.4%[activator]
16	COc1ccccc1CNC(=O)CSCc1nc(-c2ccc(OC)c(OC)c2)oc1C	-15.0%	-13.5%	1.0%	14.6%	-0.6%	-11.0%	-2.8%	-14.1%	20.1%
17	COC(=O)c1ccccc1NS(=O)(=O)c1ccc(O)c(C(=O)O)c1	10.4%	-31.0%	?	9.0%	18.9%	9.0%[11.5 µM]	/	9.7%	17.9%
18	Cc1ccc(-c2cc(C(F)(F)F)n3nc(C(=O)N4CCN5CCCC5C4)cc3n2)cc1 (stereo unspecified)	9.2%	-22.1%	-8.7%	1.5%	21.4%	1.8%	3.5%	21.2%	10.0%
19	CCOC(=O)CSc1nnc(CSc2nc3ccccc3s2)n1C	18.8%	1.2%	10.2%	6.1%	-0.5%	-9.9%	/	12.1%	9.8%
20	C=C(CC)C(=O)c1ccc(OCC(=O)O)c(Cl)c1Cl	39.8µM*	-29.0%	11.9%	17.9%	2.1%&-6.3%	i	-10.5%	?	17.5%
21	COc1ccccc1/C=N/Nc1nccnc1Cl	6.8%	?	?	6.9%	-2.2%	?	/	9.9%	8.3%
22	O=[N+]([O-])c1cccc(S(=O)(=O)N2CCC(c3nc(-c4ccncc4)no3)CC2)c1	-28.9%[57.1 µM]	-8.8%	6.8%	-2.5%	-2.1%	-5.0%	-0.6%	-15.4%	39.1%[activator]
23	O=C(c1ccc2c(=O)n(C3CCCC3)c(=S)[nH]c2c1)N1CCc2ccccc21	16.8%	-22.6%	-6.4%	-3.1%	-3.0%	-6.8%	-17.1%	-10.7%	36.6%
24	COc1ccc(C(CNS(=O)(=O)c2ccc(NC(C)=O)c(OC)c2)N2CCCC2)cc1 (stereo unspecified)	-18.3%	-11.0%	200.3%[activator]	18.8%	4.8%	-4.3%	0.9%	-10.6%	32.2%
25	Cc1cc(Br)ccc1NC(=O)c1ccc(-n2cncn2)c([N+](=O)[O-])c1	5.2%	-15.2%	-18.3%	-3.3%	-6.0%	-2.6%	11.0%	-23.6%	42.2%[activator]
26	CN(C)C(CNC(=O)CCCc1c[nH]c2ccccc12)c1ccco1 (stereo unspecified)	1.6%	?	0.0%	-2.5%	19.7%	-2.1%	6.9%	-15.8%	16.1%
27	Cn1c2ccccc2c2ncn(Cc3ccco3)c(=O)c21	-6.7%	-7.5%	0.0%	2.3%	5.3%	-7.0%	5.3%	-24.2%	25.9%
28	Cc1ccc(-n2nnc3c(=O)n(Cc4ccccc4C)cnc32)cc1	6.3%[57.1 µM]	-7.7%	7.1%	-13.5%	-2.7%	-3.4%	-5.5%	12.8%	30.3%[activator]
29	CCCCn1c2ccc(F)cc2c2nnc(SCCN(CC)CC)nc21	4.6%	-4.9%	-26.8%	-1.6%	-14.9%	-1.6%	-9.4%	-24.8%	16.4%
30	O=C(Nc1cccc(C(=O)O)c1)/C(=C\c1ccco1)NC(=O)c1ccccc1	-4.1%	-7.7%	?	-1.4%	-22.3%	-1.9%	-5.2%	36.4%	-8.4%
31	Cc1ccccc1Cn1c2ccccc2c2cnn(CC(=O)NCC(C)c3ccccc3)c(=O)c21 (stereo unspecified)	-0.2%	-11.1%	-6.1%	-11.2%	-1.2%	-2.2%	4.9%	3.4%	10.8%
32	COc1ccc(S(=O)(=O)NCc2cc(=O)n(C)c(=O)n2C)cc1C	16.2%	-4.1%	16.5%	-0.8%	0.8%	4.3%	0.1%	12.3%	29.6%
33	CC(=O)NCC12CC3CC(C1)CC(C(=O)O)(C3)C2	2.0%	-6.6%	18.4%	-3.8%	6.6%	1.7%	-19.9%	14.0%	31.3%
34	CCc1nn2c(N(C)CCO)cc(C)nc2c1-c1ccc(F)cc1	14.8%	9.9%	7.6%	2.0%	-1.3%	-4.2%	-2.1%	-6.0%	61.1%[activator]
35	O=C(CCNS(=O)(=O)c1ccccc1F)N1CCN(C/C=C/c2ccccc2)CC1	-3.5%[57.1 µM]	-19.7%	8.3%	-0.2%	2.6%	-2.0%	13.6%	13.0%	1.1%
36	COc1ccc(Oc2cccc(Cl)c2CNC(=O)CCCC(=O)O)cc1	-0.2%	-14.7%	?	3.0%	0.1%	6.6%	-6.0%	36.8%	32.6%[activator]
37	CCC(C(=O)OCC(=O)N1CCN(c2ccc(OC)cc2)CC1)c1ccccc1 (stereo unspecified)	-5.1%	-28.1%	46.7%[activator]	-0.3%	38.8%[activator]	-7.8%	-2.7%	-20.1%	-13.3%
38	COC(=O)c1cc(S(=O)(=O)NC2CCN(Cc3ccccc3)CC2)cn1C	-18.7%	-14.3%	?	0.4%	-1.9%	8.1%	-1.6%	44.9%	19.6%
39	CCC(=O)Nc1ccccc1C(=O)NC1CCCCC1	18.4%	0.6%	-5.3%	-8.2%	4.0%	i	-10.1%	-12.1%	18.4%
40	CC(=O)c1ccc(NC(=O)C2(c3ccccc3)CC2(Cl)Cl)cc1 (stereo unspecified)	12.8%[57.1 µM]	-14.9%	23.6%	-1.9%	-3.1%	-9.7%	-8.9%	-18.7%	4.5%
41	Nc1ccc2c(C(F)(F)F)cc(C(F)(F)F)nc2n1	-28.0%[57.1 µM]	-11.3%	-20.2%	-0.3%	7.2%	11.3%	-1.7%	5.8%	51.4%[activator]
42	O=C(CC1SC(=NCC2CCCO2)NC1=O)Nc1cccc2ccccc12 (stereo unspecified)	9.4%	-1.4%	-16.0%	-4.1%	-13.2%	-2.4%	3.1%	-2.5%	30.3%
